Screening results (PubChem BioAssay)
ERp5 inh: inhibitors of ERp5-driven insulin aggregation, primary screen, biochemical, turbidity, absorbance 650 nm, single point. 90 min. inhibition, % at 9.99 µM. hit rate 0.05% among 350,000. AID 651711, 2012;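 active = mean replicate inhibition above about 25%, with every replicate also reaching it, limit read from the data, passing the limit was not always enough; inconclusive = only one of those two criteria met; inactive = neither criterion met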
Target sequence (Q15084 whole entry, looked up): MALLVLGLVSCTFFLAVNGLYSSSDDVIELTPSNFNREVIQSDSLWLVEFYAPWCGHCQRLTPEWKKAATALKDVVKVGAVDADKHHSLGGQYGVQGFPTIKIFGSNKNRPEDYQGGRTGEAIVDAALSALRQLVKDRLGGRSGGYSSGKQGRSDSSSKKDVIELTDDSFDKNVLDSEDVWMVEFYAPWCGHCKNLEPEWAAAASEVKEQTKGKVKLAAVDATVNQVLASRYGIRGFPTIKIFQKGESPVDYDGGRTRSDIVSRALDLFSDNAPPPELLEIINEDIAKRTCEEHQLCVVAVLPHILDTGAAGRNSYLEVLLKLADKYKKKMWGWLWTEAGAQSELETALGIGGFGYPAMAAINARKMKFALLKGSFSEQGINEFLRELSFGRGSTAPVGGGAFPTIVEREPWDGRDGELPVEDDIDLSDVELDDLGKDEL
Xi reactivation: activators of inactive X chromosome reactivation, primary screen, imaging, XiGFP fibroblasts, GFP high-content imaging, set 2; activation, % at 7.58 µM; hit rate 0.055% among 360,000; XiGFP mouse fibroblasts, % GFP-positive cells imaging, 3 d; cells co-treated with 5-aza-dC sensitizer; scaled so ellipticine positive control = 100%;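 active = mean normalized replicate activation at least 10% and every replicate at or above 10%; inconclusive = only one of the two criteria met; inactive = mean below 10% and not all replicates reach 10%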;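 also: 0% = median of on-plate neutral control wells and 100% = ellipticine 6 µM median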
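Assay system – SV40-immortalized XiGFP fibroblast cells, line 68-5-11 · Buffer or medium – DMEM supplemented with 5-aza-dC as sensitizing agent · Dosing – one concentration, pinned · Benchmarks – positive control ellipticine, 6 µM final · Times – 3 days compound exposure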
DENV2 CPE: inhibitors of DENV2 cytopathic effect, primary screen, cell-based, plate reader, single concentration | DENV2-infected cells, cytopathic effect rescue | AID 651640, 2012 | CPE inhibition, % at 9.99 µM | hit rate 1.7% among 350,000; in the data active = CPE inhibition above about 20%, passing the limit was not always enough; inconclusive = no clear call, values can overlap the other calls; tested in BHK-21 cells;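 also: 0% = median of neutral control wells and 100% = median of positive control wells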
PAX8 reporter: inhibitors of PAX8-driven TPO luciferase reporter, primary screen, RMG-I cells, single concentration | SteadyGlo, 24 h | inhibition, % at 12.6 µM | hit rate 1.2% among 360,000 | AID 652154, 2013;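 active = mean replicate inhibition at least 60% with every replicate also reaching 60%; inconclusive = only one of the two criteria is met; inactive = mean below 60% and not all replicates reaching 60%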;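 also: luciferase light reporting Pax8 driven TPO promoter activity; plate controls were median of neutral control wells for no effect and mitoxantrone controls for full effect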
ARNT TACC3 PPI: disruptors of ARNT/TACC3 protein interaction, primary screen, biochemical, AlphaScreen, single concentration | AlphaScreen His-ARNT PAS-B/GST-TACC3 binding, luminescence; TACC3 fragment carries E629A point mutation | AID 623870, 2012 | hit rate 0.66% among 390,000 | inhibition, % at 9.99 µM | Transforming acidic coiled-coil-containing protein 3 (Homo sapiens), Q9Y6A5;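 active = mean inhibition of replicates at least 50% and at least half of replicates each reaching 50%; inconclusive = half or more replicates reach 50% but mean below 50%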;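 also: 0% = complete ARNT plus TACC3 wells and 100% = ARNT alone without TACC3; many hits fall short of the cut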
GSIS activator: GLuc luminescence reporter in INS-1E cells, primary screen for activators of glucose-dependent secretion of insulin. INS-1E GLuc reporter insulin secretion, 2-3 h. activation, % at 16.6 µM. hit rate 0.61% among 370,000;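 active = lowest replicate activation of at least 40%, so every replicate reaches that level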;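 also: 0% = median of neutral control wells and 100% = median of IBMX positive control wells; some compounds called inactive have numbers as strong as hits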
CFTR F508del cor: F508del CFTR correction, initial screen, CFBE line, single point; CFBE cells, YFP halide quenching; stimulated with forskolin plus potentiator P3; % fluorescence drop versus neutral controls; activity (quench increase), % at 7.58 µM; hit rate 0.36% among 350,000;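 active = mean added fluorescence quench of at least 8% versus neutral control, with both replicates also reaching 8%; inconclusive = only one of the mean or replicate conditions met; inactive = mean below 8% and not both replicates reaching 8%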;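 also: cells transiently co-express mutant CFTR-F508del with the halide-sensitive YFP; corrector assay measuring rescue of mutant channel to the surface after 24 h compound exposure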
EWS-Fli block: EWS/Fli-driven NR0B1 reporter inhibitors, primary screen, A673 cells, NR0B1 luciferase, luminescence, MLPCN library; viability-normalised; inhibition, % at 12.6 µM; hit rate 0.67% among 350,000;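 active = mean inhibition of at least 50% after viability correction, with every replicate also passing that limit; inconclusive = mean reaches 50% but only one of two replicates passes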;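 also: firefly luciferase signal divided by Alamar Blue viability fluorescence both relative to DMSO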
The depositor's hits bear a star; u = inconclusive; x = no result given; & = joins results of further samples.

SMILES	ERp5 inh	Xi reactivation	DENV2 CPE	PAX8 reporter	ARNT TACC3 PPI	GSIS activator	CFTR F508del cor	EWS-Fli block
O=C(Nc1ccc(Cl)c(Cl)c1)C1CCCCC1	6	0.2	-6	-24	-18	-22	-0.6	-57
Cc1ccccc1OCCNCC(C)O (configuration not stated)	-2	0.0	-2	1	-11	5	1.5	-2
COCCNC(=S)N1CCc2cc(OC)c(OC)cc2C1COc1ccc(F)cc1 (configuration not stated)	4	0.1	0	8	-6	-4	0.5	4
O=C(NCC[C@H]1CC[C@H](NC(=O)C2CCC2)[C@H](CO)O1)Nc1ccc(Cl)cc1	3	-0.5	0	-11	-12	-6	2.8	-11
CC1(C)C(=O)Nc2ccccc2N1C(=O)COC(=O)CNS(=O)(=O)c1ccc(Br)cc1Cl	-4	0.1	-2	-11	1	-34	-1.1	1
N/C(=N\OC(=O)CN1C(=O)c2ccccc2C1=O)c1ccc(Br)cc1	-4	0.3	x	-13	1	-9	0.5	-4
CCN(C[C@H]1N[C@@](Cc2ccccc2)(C(=O)OC)[C@H]2C(=O)N(C)C(=O)[C@@H]12)C(=O)c1ccccc1	8	0.1	-4	-25	1	1	-3.5	-4
C=C(C)C1CC=C(C)/C(=N\NC(=O)CCC(=O)Nc2ccc(C)c(C)c2)C1 (configuration not stated)	-2	0.5	x	11	-2	-3	0.5	9
CCc1nnc(NS(=O)(=O)c2ccc(NC(=S)NC(=O)c3ccncc3)cc2)s1	-3	0.0	-5	9	4	2	2.0	4
NC[C@H](Cc1ccccc1)NCCc1cc(C(F)(F)F)cc(C(F)(F)F)c1	4	0.0	5	-11	-2	143*	3.1	9
Cc1cnc(C(=O)NC2CC(C)(C)Cc3c2cnn3-c2cccc(F)c2)cn1 (configuration not stated)	0	0.0	-11	3	7	4	2.3	-13
Cn1cc(S(=O)(=O)N2CCc3ccccc3C2)c(=O)n(C)c1=O	-4	-0.1	-7	-7	-4	16	2.5	-8
CCn1ccnc1CN1CCN(CCC(C)C)C(CCO)C1 (configuration not stated)	9	-0.3	-1	2	2	-6	-1.7	1
CS(=O)(=O)N(CCc1ccccc1)CC(=O)NCc1ccc(Cl)cc1	7	0.0	-2	-3	-11	-39	1.1	-16
CC(=O)c1c(C)[nH]c(C(=O)OCC(=O)c2c[nH]c3ccccc23)c1C	0	0.4	2	-65	-3	-4	3.0	-93

A draw from above in order of formula weight, lowest first:
SMILES	ERp5 inh	Xi reactivation	DENV2 CPE	PAX8 reporter	ARNT TACC3 PPI	GSIS activator	CFTR F508del cor	EWS-Fli block
Cc1ccccc1OCCNCC(C)O (configuration not stated)	-2	0.0	-2	1	-11	5	1.5	-2
O=C(Nc1ccc(Cl)c(Cl)c1)C1CCCCC1	6	0.2	-6	-24	-18	-22	-0.6	-57
CCn1ccnc1CN1CCN(CCC(C)C)C(CCO)C1 (configuration not stated)	9	-0.3	-1	2	2	-6	-1.7	1
CC(=O)c1c(C)[nH]c(C(=O)OCC(=O)c2c[nH]c3ccccc23)c1C	0	0.4	2	-65	-3	-4	3.0	-93
C=C(C)C1CC=C(C)/C(=N\NC(=O)CCC(=O)Nc2ccc(C)c(C)c2)C1 (configuration not stated)	-2	0.5	x	11	-2	-3	0.5	9
CS(=O)(=O)N(CCc1ccccc1)CC(=O)NCc1ccc(Cl)cc1	7	0.0	-2	-3	-11	-39	1.1	-16
NC[C@H](Cc1ccccc1)NCCc1cc(C(F)(F)F)cc(C(F)(F)F)c1	4	0.0	5	-11	-2	143*	3.1	9
N/C(=N\OC(=O)CN1C(=O)c2ccccc2C1=O)c1ccc(Br)cc1	-4	0.3	x	-13	1	-9	0.5	-4
O=C(NCC[C@H]1CC[C@H](NC(=O)C2CCC2)[C@H](CO)O1)Nc1ccc(Cl)cc1	3	-0.5	0	-11	-12	-6	2.8	-11
COCCNC(=S)N1CCc2cc(OC)c(OC)cc2C1COc1ccc(F)cc1 (configuration not stated)	4	0.1	0	8	-6	-4	0.5	4
CCc1nnc(NS(=O)(=O)c2ccc(NC(=S)NC(=O)c3ccncc3)cc2)s1	-3	0.0	-5	9	4	2	2.0	4

(further entries)
SMILES	ERp5 inh	Xi reactivation	DENV2 CPE	PAX8 reporter	ARNT TACC3 PPI	GSIS activator	CFTR F508del cor	EWS-Fli block
Cc1occc1C(=O)N/N=C/c1c[nH]c2ccccc12	-3	x	-2	x	-9	-3	-0.6	-35
C[C@@H]1CN([C@H](C)CO)S(=O)(=O)c2ccc(-c3cncnc3)cc2O[C@@H]1CN(C)C	7	0.3	6	x	-18	17	1.6	-5
CCOc1ccc(S(=O)(=O)NN=C(C)c2cccnc2)cc1	-2	0.0	3	3	4	0	1.9	6
O=C1NCCN(CC2CCN(CCc3ccc(Cl)c(Cl)c3)CC2)C1=O	-3	-0.1	1	1	1	x	3.9	1
COC(OC)C1(C)C(C#N)=C(N)Oc2c1c(=O)oc1ccccc21 (configuration not stated)	1	0.0	-3	-27	0	15	3.5	15
COc1ccc(CN(C)C[C@H]2OCCCC[C@@H](C)Oc3ccc(NC(=O)c4ccccc4)cc3C(=O)N([C@H](C)CO)C[C@@H]2C)cc1	-1&-2	-0.1&0.2	-2&3	2&-13	2	7&-17	-0.6&0.8	6&-3
COc1ccc(C(CNC(=O)CSc2ccc(Br)cc2)N2CCOCC2)cc1 (configuration not stated)	-2	0.3	-6	14	-4	-57	2.7	2
CCC(C)C(NC(=O)c1ccccc1NC(=O)c1ccccc1)C(=O)N1CCOCC1 (configuration not stated)	-7	0.0	-3	28	3	6	3.0	-3
CCC(C)NC(=O)Cn1cc(S(=O)(=O)N2CCN(c3ccccc3F)CC2)c2ccccc2c1=O (configuration not stated)	3	0.0	-2	14	-5	-6	-2.0	-5
CC(=O)NC12CC3CC(C1)CC(C(=O)N1CCN(S(=O)(=O)c4ccccc4C#N)CC1)(C3)C2	-1	0.0	8	-7	-1	-7	3.9	-7
Cc1cc2cc(C)c(NCCNC(=O)c3cccc(F)c3)nc2cc1C	2	0.3	6	3	x	-6	2.8	10
CC(C)(C)C(=O)N(Cc1ccc(Cl)cc1)c1cnccn1	2	0.2	-2	-110	-4	23	1.5	3
N#C[C@H]1N[C@@H](CO)[C@@H]1c1ccc(C#CC2CCCCC2)cc1	3	-0.1	10	17	-1	0	-3.3	0
COc1cc(OC)cc(-c2nnc(SCC(=O)Nc3cccc(C(=O)O)c3)s2)c1	11	0.1	-1	-8	0	7	-5.0	-2
Cc1ccccc1C1CC(c2ccc(F)cc2)Nc2nc(N)nn21 (configuration not stated)	1	0.1	0	0	x	5	2.0	3
COc1ccc(-c2cccc(C(=O)N3CCOCC3)c2)cc1	-6	0.0	-7	-23	-5	15	-4.2	-59
CNC[C@@H]1Oc2ccc(N(C)C)cc2C(=O)N([C@@H](C)CO)C[C@H]1C	5	7.3	-5	x	x	11	-3.3	x
O=C(CCCN1C(=O)/C(=C/c2ccc(F)cc2)SC1=S)NC1CCS(=O)(=O)C1 (configuration not stated)	2	0.0	-1	17	-6	-21	-0.9	-6
CC(C)C#Cc1ccc2c(c1)O[C@H](CN(C)C(=O)c1cccnc1)[C@H](C)CN([C@@H](C)CO)S2(=O)=O	-2	-1.0	9	x	0	-5	0.3	-4
CN(c1ncnc(N)c1[N+](=O)[O-])C1CCS(=O)(=O)C1 (configuration not stated)	7	0.2	1	25	-7	6	-0.4	7
COc1cc(NC(=O)c2ccc(C(C)(C)C)cc2)c(OC)cc1NC(=O)CN1CCCCC1	4	0.0	-3	24	8	-9	2.0	-26
C[C@H](CO)N1C[C@H](C)[C@H](CN(C)Cc2ccc3c(c2)OCO3)Oc2ccc(NC(=O)Nc3ccccc3)cc2CC1=O	-3	-1.0	u	34	-8	-26	1.5	24
O=C(Cc1ccccc1)N1CC2(C1)[C@@H](c1ccccc1)[C@H](CO)N2C(=O)Cc1ccccc1	-4	0.2	-7	x	x	-25	-0.5	6
C/C=C/c1ccc2c(c1)O[C@H](CN(C)C(C)=O)[C@@H](C)CN([C@H](C)CO)S2(=O)=O	-2	0.2	-2	x	-6	27	-1.1	-11
CC(C)NC(=O)N[C@@H]1C=C[C@H](CC(=O)NCCCN(C)C)O[C@@H]1CO	1	0.1	0	-5	-23	10	0.7	3
C[C@H](CO)N1C[C@H](C)[C@@H](CN(C)Cc2ccc3c(c2)OCO3)Oc2ccc(N(C)C)cc2C1=O	0	-0.5	23*	28	-3	10	-0.5	1
Cc1cccc(OCc2n[nH]c(=S)n2Cc2ccccc2)c1	3	0.3	-3	-7	-7	7	1.3	-6
O=C(NCCCN1CCN(CCCNC(=O)c2cc([N+](=O)[O-])ccc2Cl)CC1)c1cc([N+](=O)[O-])ccc1Cl	x	0.1	x	8	5	-1	x	x
CC(=O)NC[C@@H]1[C@@H](c2ccc(C3=CCCC3)cc2)[C@H](CO)N1C(=O)NC(C)C	-2	0.1	-9	-20	2	-9	-0.4	3
NC(=O)C(=O)NN=C1C2CC3CC(C2)CC1C3	2	0.0	-2	-12	1	x	-3.9	-6
CC1(C(=O)NS(=O)(=O)c2ccc(C#N)cc2)CCN1C(=O)C1(c2ccc(Cl)cc2)CCC1 (configuration not stated)	11	-0.1	9	-3	x	31	0.6	-2
CCCCN1CC(N(C)CCN(C)C)CS1(=O)=O (configuration not stated)	-1	x	17	-2	x	5	-0.9	-3
Cc1ccc2nc(N(CCCN(C)C)C(=O)c3ccc(Br)s3)sc2c1	2	-0.1	19	8	x	-33	0.7	11
Cc1[nH]c2ccccc2c1/C=N/NC(=O)CCC(=O)Nc1ccccc1	-1	0.0	-2	18	-11	12	1.3	5
CC(C)(CNC(=O)c1cccc(S(=O)(=O)Nc2ccc(Br)cc2)c1)N1CCOCC1	-5	0.1	-3	13	-1	-12	4.3	2
COc1ccc(NC(C)=O)cc1S(=O)(=O)Nc1cccc(S(=O)(=O)NC2=NCCC2)c1	x	0.1	0	3	-9	8	1.8	2
CCOC(=O)NC(=O)/C(C#N)=N\Nc1cccc(OC)c1	-1	0.0	4	7	-7	-32	-1.9	-2
Cc1cccc(C(=O)Nc2cc(NC(=O)c3cccs3)ccc2C)c1	2	0.0	2	-2	4	-15	-2.1	-1
CN(C(=O)c1ccc(F)c(S(=O)(=O)N2CCOCC2)c1)C1CCCCC1	-1	0.0	2	-4	15	5	-3.0	2
COc1cc(-c2cc[n+](C)cc2)ccc1O	0	0.0	u	-1	-2	15	2.2	-17
O=C(Nc1ccc(Br)cc1)c1ccccc1Br	0	0.0	-7	-135	-1	-4	2.8	-130
COc1ccc(OCc2cc(C(=O)N(C)C(C)c3ccon3)no2)c(Cl)c1 (configuration not stated)	6	0.6	u	-199	-2	-1	-1.9	-82
